Bioassay records deposited in PubChem by National Center for Advancing Translational Sciences (NCATS).
BAZ2B block – blocks human BAZ2B | Q9UIF8 | AlphaScreen BAZ2B-H3K14Ac peptide displacement | Potency, µM (highest dose often 114 µM), without a hit: top-dose activity change, negative = inhibition, most hits filed as inhibitors | hit rate 4.4% among 360,000; further: on the % scale 0 is the no-effect control and ±100 the full control effect; nearly all actives have a fitted effect of over 60% in size
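Complex of BAZ2B and biotin-H3K14Ac (50 nM apiece) forms over 30 min at RT, then faces library compounds up to 110 uM for another 30 min; AlphaScreen beads added, 20 min dark incubation, luminescence read.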
BLM inh – blocks DNA unwinding by human BLM helicase; P54132; recombinant BLM DNA unwinding, fluorescence dequenching; Potency, µM (titrated, usually from 56.1 µM), for the others: top-dose activity change, negative = inhibition, actives largely listed as inhibitors; hit rate 0.2% among 350,000;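 further: plate controls were vehicle for no effect and no enzyme for full effect; nearly all actives have a fitted effect of over 35% in size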
APEX1 inh – blocks human APE1 abasic DNA cleavage | Potency, µM (titrated, usually from 65.8 µM), for inactives: at the top dose activity change, negative = inhibition, hits mostly inhibitors | recombinant APE1, TAMRA/BHQ-2 abasic DNA cleavage fluorescence | P27695 | hit rate 0.35% among 350,000;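 further: plate controls were vehicle for no effect and reference inhibitor for full effect; nearly all actives have a fitted effect of over 55% in size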
Target sequence (P27695 whole entry, looked up): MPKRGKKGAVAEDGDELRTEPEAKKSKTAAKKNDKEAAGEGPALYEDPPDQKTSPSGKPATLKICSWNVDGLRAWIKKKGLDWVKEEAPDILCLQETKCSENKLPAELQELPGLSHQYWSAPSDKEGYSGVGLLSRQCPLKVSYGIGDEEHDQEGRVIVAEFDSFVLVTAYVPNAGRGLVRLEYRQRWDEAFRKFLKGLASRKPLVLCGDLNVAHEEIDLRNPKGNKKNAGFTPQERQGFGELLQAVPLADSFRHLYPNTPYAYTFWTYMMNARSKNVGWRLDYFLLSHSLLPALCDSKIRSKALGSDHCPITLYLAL
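Kinetic fluorescence read (525 ex/598 em nm, three reads 60 s apart) of AP-site incision; signal = third minus first read. Enzyme 0.75 nM, dual-labelled THF duplex 50 nM, compound preincubation 15 min RT.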
Pol beta inh – blocks human DNA polymerase beta activity. hit rate 1.3% among 340,000. Pol beta primer extension/strand displacement, fluorescence kinetic. AID 485314. Potency, µM (top dose mostly 114 µM), without a hit: at the top dose activity change, negative = inhibition, actives largely listed as inhibitors. P06746; further: on the % scale 0 is the no-effect control and ±100 the full control effect
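Homogeneous kinetic assay of primer extension and strand displacement by 10 nM Pol beta, preincubated 15 min at room temperature with compound before 50 nM substrate (final) was added. Read at 0 and 10 min; four-parameter Hill fit.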
Apoferritin bind – candidate novel general anesthetic via apoferritin binding. P02791. apoferritin/1-aminoanthracene competitive binding, fluorescence. Potency, µM (series often up to 77.5 µM), inactives show top-dose activity change, negative = displacement, usual class: inhibitors. hit rate 0.074% among 350,000. AID 485281; further: on the % scale 0 is the no-effect control and ±100 the full control effect; nearly all actives have a fitted effect of over 20% in size
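10 uM apoferritin + 50% sat. 1-AMA, PBS; cpd 10 min RT; Ex380/Em535 endpoint; normalized to free probe vs complex; 4-param Hill fit; propofol titration as pos. ctrl.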
Pol kappa inh – inhibitors of human DNA polymerase kappa | Q9UBT6 | purified Pol kappa, fluorescent DNA synthesis assay, 10 min | Potency, µM (highest dose often 107 µM), for the others: at the highest dose activity, negative = inhibition, most hits filed as inhibitors | hit rate 0.53% among 400,000; further: on the % scale 0 is the no-effect control and ±100 the full control effect
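Kinetic fluorescence screen: compound preincubated 15 min RT with 10 nM enzyme; 50 nM substrate (final) initiates; reads at 0/10 min.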
Pol eta inh – inhibitors of human DNA polymerase eta; Q9Y253; recombinant Pol eta, fluorescent DNA replication assay; Potency, µM (titrated, usually from 114 µM), without a hit: at the highest dose activity change, negative = inhibition, actives largely listed as inhibitors; hit rate 1.2% among 390,000; further: on the % scale 0 is the no-effect control and ±100 the full control effect
Target sequence (Q9Y253 whole entry, looked up): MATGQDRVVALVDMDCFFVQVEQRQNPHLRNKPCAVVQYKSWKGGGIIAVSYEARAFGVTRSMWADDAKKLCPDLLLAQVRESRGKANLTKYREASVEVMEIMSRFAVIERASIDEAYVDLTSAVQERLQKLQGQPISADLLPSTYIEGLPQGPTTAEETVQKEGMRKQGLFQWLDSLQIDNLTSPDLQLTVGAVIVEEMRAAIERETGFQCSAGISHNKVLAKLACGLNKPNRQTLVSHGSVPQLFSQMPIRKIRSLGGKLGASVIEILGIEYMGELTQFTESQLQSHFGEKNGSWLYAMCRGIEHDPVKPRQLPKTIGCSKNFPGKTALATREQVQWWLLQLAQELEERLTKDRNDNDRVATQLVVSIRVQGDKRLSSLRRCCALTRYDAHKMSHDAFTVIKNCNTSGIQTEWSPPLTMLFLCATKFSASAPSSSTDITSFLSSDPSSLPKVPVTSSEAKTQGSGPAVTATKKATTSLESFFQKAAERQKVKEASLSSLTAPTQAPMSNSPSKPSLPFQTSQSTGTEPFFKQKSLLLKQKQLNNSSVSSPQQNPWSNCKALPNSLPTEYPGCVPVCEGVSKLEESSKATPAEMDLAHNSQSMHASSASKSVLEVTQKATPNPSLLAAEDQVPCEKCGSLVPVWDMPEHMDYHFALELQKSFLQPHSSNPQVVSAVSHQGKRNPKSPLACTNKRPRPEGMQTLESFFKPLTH
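Fluorescent replication assay: 50 nM final substrate added after a 15 min room-temperature compound preincubation with 10 nM enzyme. Signal taken at 0 min and again at 10 min.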
G9a inh – G9a (human) methyltransferase inhibition; hit rate 8.8% among 350,000; Potency, µM (doses to about 102 µM), without a hit: at the highest dose activity, negative = inhibition, usual class: inhibitors; Q96KQ7; G9a H3K9 monomethylation, AlphaScreen, 2 h; further: on the % scale 0 is the no-effect control and ±100 the full control effect; nearly all actives have a fitted effect of over 75% in size
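Compounds were preincubated with 20 nM G9a for 15 min, after which biotinylated H3K9 peptide (500 nM) and SAM (20 uM) started a 2 h room-temperature reaction. Monomethylated product was quantified by antibody-based AlphaScreen chemiluminescence.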
POLI inh – inhibitors of human DNA polymerase iota; Pol iota fluorescent replication assay, 10 min; Potency, µM (titrated, usually from 115 µM), for inactives: at the highest dose activity, negative = inhibition, hits mostly inhibitors; hit rate 1% among 390,000
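Fluorescent replication assay read twice, at 0 min and 10 min after adding 50 nM (final) substrate. Enzyme (10 nM) and compounds were first incubated 15 min at room temperature; enzyme-free buffer wells were negative controls.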
Active calls of the source: *; u = inconclusive; x = not tested or not shown; & = joins results of further samples; [ ] = dose if it differs, or a comment. The call rests on the fitted dose curve; in most records, active means well fitted curve in the direction sought with a large enough effect; inconclusive means small, poorly fitted or top-dose-only effect, or another doubt; inactive means no such curve, though single readings can be large; an effect the other way counts as inactive or inconclusive. Potency means the concentration at half of the fitted maximal effect. Not all compounds are listed (hit frequency here may not be typical).

SMILES | BAZ2B block | BLM inh | APEX1 inh | Pol beta inh | Apoferritin bind | Pol kappa inh | Pol eta inh | G9a inh | POLI inh
CC(=O)N(C)c1nnc(-c2ccccn2)s1 | -35% | -11% | u | 4% | 0% | -2% | 11% | -5%[59 µM] | 8%
Nc1ccc(C(=O)OCC(=O)NC2CCS(=O)(=O)C2)cc1[N+](=O)[O-] (centres undefined) | -4% | -2% | u | 46% | -8% | 3% | -29% | x | 24%
C[N+](C)(C)C[C@H](O)CC(=O)[O-] | -3% | x | 5% | x | x | 8% | -2% | -29%[12.7 µM] | -3%
CN(C)CCNc1nc2sc3c(c2c(=O)n1CCc1ccccc1)CCCCC3 | 45µM* | -1% | 5% | -16% | 3% | -20% | -24% | 40µM* | -9%
COC(=O)[C@H]1C[C@@H]1[C@H](NC(=O)OCc1ccccc1)c1ccccc1 | 3% | 0%&-2% | -2%&-7% | u | -13%&3% | -4% | -17% | 13% | 30%
O=C(Nc1ccon1)c1ccccc1Cl | 10% | 1% | 11% | 13% | 6% | -11% | -10% | 16%[59 µM] | 13%
COc1ccc(NC(=O)c2cccc(Cn3cc(Br)cn3)c2)cn1 | -6% | 6% | 17% | 0% | -12% | -13% | -9% | -5%[59 µM] | 36%[activator]
CC(=O)/C=C\c1ccccc1OC(=O)c1cc2ccccc2oc1=O | -3% | -3% | -14% | 52% | -6% | -14% | -1% | x | u
Cc1nc(N2CCCC2)ncc1C(=O)NCc1cccc(Cl)c1 | -4% | 0% | x | 19% | -6% | -1%[60.1 µM] | x | 15%[59 µM] | 12%
O=C(Nc1cccnc1)c1cc2cc(Br)ccc2oc1=O | 79µM* | -5% | 3% | u | -7% | 0% | -16% | u | 69%[activator]
O=C(NCc1ccc(Cl)cc1)C(=O)NCC1OCCN1C(=O)c1ccc(Cl)cc1 (centres undefined) | x | -4% | -5% | 15% | -17% | 8% | -21% | 7% | 92%[activator]
Cc1nn(CC(=O)Nc2ccc(N3CCOCC3)cc2)c(C)c1[N+](=O)[O-] | x | x | 22% | x | x | -10% | 0% | x | 99%[activator]
CC[C@@H](C(=O)[C@@H](C)[C@@H](O)[C@H](C)[C@@H]1O[C@@H]([C@@H](CC)C(=O)O)CC[C@@H]1C)[C@H]1O[C@]2(C=C[C@@H](O)[C@]3(CC[C@@](C)([C@H]4CC[C@](O)(CC)[C@H](C)O4)O3)O2)[C@H](C)C[C@@H]1C | x | x | -4% | x | x | -1% | -9% | x | -12%
CCN(CC(=O)Nc1ccc(OC(F)F)cc1)C1CCCCC1 | -2% | -1% | -3% | -19% | -12% | 1% | -11% | -29% | -9%
Cc1ccc2nc(-c3ccccc3)c(CN3CCN(c4ccccc4F)CC3)n2c1 | u | -12% | 8% | 20% | -5% | 5% | -5% | -40% | 13%
COc1ccc([N+](=O)[O-])cc1NC(=O)CSc1nc(C)cc(C)n1 | -4% | 0% | -2% | 7% | -7% | -6% | u | 2.5µM* | -19%
Cc1cc(C)cc(-c2nnc(SCC(=O)c3c(N)n(C4CC4)c(=O)[nH]c3=O)o2)c1 | 8% | x | 1% | x | x | -10% | -9% | u | 27%
CCCCNC(=O)C(c1ccc(OCC(=O)OC)c(C(=O)OC)c1)N(CCc1c[nH]c2ccccc12)C(=O)CCCCCN1C(=O)NC(c2ccc(-c3ccccc3)cc2)C(C(=O)OCc2ccccc2)=C1C (centres undefined) | 1% | -11% | 10% | -1% | 2% | x | x | -4%[12.7 µM] | x
Fc1c(F)c(-n2nnc3ccccc32)c(F)c(F)c1Cl | 15% | -6% | -2% | 25% | -16% | -12% | -13% | -26%[2.33 µM] | 60%[activator]
COc1cccc(/C=C2\SC(=O)N(CCC(=O)NNC(=O)c3cccc(Cl)c3)C2=O)c1 | 3% | -6% | -3% | 0% | 1% | -6% | -5% | 4%[59 µM] | 216%[activator]
FC(F)(F)c1nc2ccccc2[nH]1 | 0% | -3% | 1% | 3% | -3% | -18% | -9% | -2% | -12%
COC(=O)c1cn(NC(=O)c2ccc([N+](=O)[O-])cc2Cl)c(=O)c2ccccc12 | -10% | 1% | 16% | 44%[activator] | -1% | -2% | -14% | 7% | 89%[activator]
COc1ccc(-c2nc(Cn3c(=O)cc(C)c4c(C)nn(-c5ccccc5)c43)c(C)o2)cc1OC | 15% | -3% | x | 10% | -2% | 26% | -10% | 6%[59 µM] | 4%
CC(C)OC(=O)c1ccc(NC(=O)c2ccccc2)cc1 | 10% | -1% | -4% | 30% | -11% | -25% | -7% | -9%[59 µM] | 9%

Sorted by count of non-hydrogen atoms (low to high): part of the list above
SMILES | BAZ2B block | BLM inh | APEX1 inh | Pol beta inh | Apoferritin bind | Pol kappa inh | Pol eta inh | G9a inh | POLI inh
O=C(NCc1ccc(Cl)cc1)C(=O)NCC1OCCN1C(=O)c1ccc(Cl)cc1 (centres undefined) | x | -4% | -5% | 15% | -17% | 8% | -21% | 7% | 92%[activator]
CC[C@@H](C(=O)[C@@H](C)[C@@H](O)[C@H](C)[C@@H]1O[C@@H]([C@@H](CC)C(=O)O)CC[C@@H]1C)[C@H]1O[C@]2(C=C[C@@H](O)[C@]3(CC[C@@](C)([C@H]4CC[C@](O)(CC)[C@H](C)O4)O3)O2)[C@H](C)C[C@@H]1C | x | x | -4% | x | x | -1% | -9% | x | -12%
CCCCNC(=O)C(c1ccc(OCC(=O)OC)c(C(=O)OC)c1)N(CCc1c[nH]c2ccccc12)C(=O)CCCCCN1C(=O)NC(c2ccc(-c3ccccc3)cc2)C(C(=O)OCc2ccccc2)=C1C (centres undefined) | 1% | -11% | 10% | -1% | 2% | x | x | -4%[12.7 µM] | x

Remaining list, next part
SMILES | BAZ2B block | BLM inh | APEX1 inh | Pol beta inh | Apoferritin bind | Pol kappa inh | Pol eta inh | G9a inh | POLI inh
O=C(CSc1ncccc1C(=O)O)c1ccccc1 | x | -4% | 12% | -1% | -12% | -1% | -9% | u | 0%
CC(=O)c1ccc(N2CCN(S(=O)(=O)c3cccc4nonc34)CC2)cc1 | -6% | -2% | 0% | 0% | -1% | 4% | -17% | x | 22%
COc1ccc(C(=O)NCC(=O)N/N=C/c2ccc(C)o2)cc1OC | -15% | 0% | -5% | 34% | -12% | -12% | 4% | x | 20%
CCOc1cc(C(=O)N2CCc3cc(OC)c(OC)cc3C2)ccc1OC(F)F | -10% | -20% | 16% | 74% | -19% | x | x | u | x
COc1ccccc1Cn1c(/C=C/c2ccccc2)nc2ccccc21 | 50%[activator] | -3% | 6% | -18% | 43%[activator] | -7% | -13% | 143%[activator][59 µM] | 3%
C(#CCN1CCOCC1)COCCOC(c1ccccc1)c1ccccc1 | 12% | -3% | -3% | 6% | -11% | -9% | -14% | 6%[12.7 µM] | -2%[58.9 µM]
Clc1ccccc1OCc1nnc(-c2ccccc2)o1 | 45%[activator] | -5% | 1% | 1% | -22% | -3% | -23% | 154%[activator] | 110%[activator]
Cc1ccc(N2CC(C(=O)Nc3ccccc3C(=O)N3CCOCC3)CC2=O)cc1 (centres undefined) | 8% | 2% | -5% | 10% | -2% | 16% | -7% | x | -3%
CCCCn1c(CNC(=O)C23CC4CC(CC(C4)C2)C3)nnc1SCC(=O)Nc1ccccc1 | u | -6% | x | u | u | -12% | -14% | -6%[59 µM] | 2%
CC(=O)N1c2ccc(F)c(F)c2C[C@H]1C | 7% | x | 53%[activator] | x | x | -9% | -7% | 11%[0.501 µM] | 9%
COc1c(C)cccc1C(=O)NCc1ccc2c(c1)OCO2 | -12% | -5% | 24% | 19% | -1% | 4% | -17% | 15% | 13%
O=C(N/N=C/c1ccc(OC(=O)c2ccc([N+](=O)[O-])cc2)cc1)c1cccnc1 | -27% | -2% | 44% | -2% | -1% | 1% | -6% | 21% | -4%
CCc1noc2nc(C)n(CC(=O)O)c(=O)c12 | -6% | -3% | x | 5% | 2% | -11% | -23% | -3%[59 µM] | 25%
COc1cc(C(=O)O/N=C2\C=CC(=O)C(C)=C2)cc(OC)c1OC | -33% | 0% | -2% | 9% | -23% | -4% | -19% | 14µM* | 23%
Cc1ccc(C)c(N2CCN(C(=O)c3cc(S(=O)(=O)N4CCOCC4)cn3C)CC2)c1 | -23% | -1% | 6% | -22% | 1% | -9% | -10% | -3% | 5%
COc1cccc(/C=N/Nc2nc3ccccc3n3cnnc23)c1O | u | -11% | 1% | u | -1% | -18% | u | 75%[activator][59 µM] | 4%
CC(=O)c1cccc(NC(=O)c2cc(-n3cnnc3)ccc2Cl)c1 | 1% | -5% | 20% | 40% | -7% | 2% | -20% | 6%[59 µM] | 0%
CCC1CCCCN1C(=O)CSc1nc(N)c(NC(=O)c2ccc(OC)c(OC)c2)c(=O)[nH]1 (centres undefined) | 11% | -2% | 16% | -10% | 3% | -1% | -2% | 50µM* | -10%
COc1ccc(N(CC(=O)Nc2nc3ccc(C)cc3s2)S(=O)(=O)c2c(C)nn(C)c2C)cc1 | -11% | -20% | 3% | 2% | 0% | 1% | -16% | u | -27%
O=S(=O)(NCCC1CC1(Cl)Cl)c1ccc(Cl)cc1 (centres undefined) | 13% | -14% | -4% | -29% | -22% | -3% | -24% | 51%[activator][59 µM] | 134%[activator]
O=C1Nc2cc(Cl)c(Cl)cc2N(O)N1c1ccc(Cl)cc1 | 0% | 2% | 12% | 27% | -15% | -16% | -1% | -39%[59 µM] | u
CCOc1ccc(N2C(=O)C3ON(c4ccccc4)C(c4cccs4)C3C2=O)cc1 (centres undefined) | -16% | 8% | 6% | -17% | -13% | -1% | -19% | 4% | 16%
COc1ccc([N+](=O)[O-])cc1N/C(=N/S(=O)(=O)c1ccccc1)c1ccccc1 | -37% | -1% | -1% | 25% | u | -10% | 8% | u | 29%
Cc1ccc2c(c1)c1c3n2CCN(C=O)C3CCC1 (centres undefined) | u | -7% | 25% | 0% | -11% | 1% | -2% | 50µM* | 8%
COc1ccc(CN2C(=O)CSC2c2ccccn2)cc1 (centres undefined) | -14% | -13% | 1% | -16% | -3% | -8% | -5% | 4% | 187%[activator]
COc1ccc(CCNC(=O)C2=COCCO2)cc1 | 1% | 0% | 2% | -19% | 1% | -1% | -6% | 2%[59 µM] | 3%
O=C(COC(=O)C(Cc1c[nH]c2ccccc12)NC(=O)c1ccc(Br)cc1)c1ccc(Cl)cc1 (centres undefined) | -16% | -5% | x | -4% | -11% | -11%[60.1 µM] | -11% | -37%[59 µM] | 0%
COc1cccc2c3c(c(=O)[nH]c12)CCC(C)(C)O3 | 1% | -3% | 1% | -8% | -3% | -1% | -4% | 16%[2.33 µM] | 12%
